Source: PubChem (The Scripps Research Institute Molecular Screening Center)
TEAD-YAP inh: TEAD-YAP interaction inhibition; AID 1259422; inhibition, % at 9.12 µM; 1.4% of 640,000 active; HEK-TIYL cells, TEAD-Gal4/YAP UAS-luciferase luminescence; in the data active means inhibition above about 32%;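 further: 0% = median of test compound wells and 100% = reference inhibitor wells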
MITF inh: inhibitors of human MITF | AID 1259374 | AlphaScreen MITF homodimerization, bead proximity signal | inhibition, % at 2.6 µM | O75030 | 0.91% of 650,000 active; in the data active means inhibition above about 50%;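 further: 0% = vehicle wells with protein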
FBW7 activator: human FBW7 E3 ligase activation, primary screen | AlphaScreen FBW7–phospho-cyclin E peptide binding, activator screen | normalized activity (activation), % at 26.1 µM | 0.13% of 650,000 active; in the data active means normalized activity above about 1.9%;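 further: purified mutant Fbw7 with reduced substrate affinity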
Target sequence (Q969H0 whole entry, looked up): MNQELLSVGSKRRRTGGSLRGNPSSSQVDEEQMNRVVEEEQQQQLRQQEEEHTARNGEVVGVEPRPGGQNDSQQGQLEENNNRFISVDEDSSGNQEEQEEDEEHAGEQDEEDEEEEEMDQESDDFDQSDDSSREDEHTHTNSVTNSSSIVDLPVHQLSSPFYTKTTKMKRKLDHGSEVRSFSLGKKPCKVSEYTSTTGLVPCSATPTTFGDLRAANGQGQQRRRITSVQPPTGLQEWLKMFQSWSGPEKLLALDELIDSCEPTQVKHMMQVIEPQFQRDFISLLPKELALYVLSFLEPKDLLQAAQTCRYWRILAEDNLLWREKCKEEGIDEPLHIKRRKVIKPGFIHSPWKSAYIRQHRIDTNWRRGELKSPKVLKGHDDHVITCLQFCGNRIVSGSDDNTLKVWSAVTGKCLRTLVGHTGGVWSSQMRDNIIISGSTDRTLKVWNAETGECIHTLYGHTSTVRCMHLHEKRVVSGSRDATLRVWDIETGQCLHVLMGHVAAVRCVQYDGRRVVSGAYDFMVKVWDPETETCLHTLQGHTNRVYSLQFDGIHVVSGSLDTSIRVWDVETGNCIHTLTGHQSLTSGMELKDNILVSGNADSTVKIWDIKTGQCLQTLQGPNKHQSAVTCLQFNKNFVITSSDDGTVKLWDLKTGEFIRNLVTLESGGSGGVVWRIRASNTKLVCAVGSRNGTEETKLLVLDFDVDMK
GPR151 activ: activates the human receptor GPR151; Q8TDV0; 1% of 650,000 active; activation, % at 11.2 µM; PathHunter beta-arrestin GPR151 cells, luminescence; in the data active means activation above about 4.9%;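 further: 0% = median of compound wells and 100% = cells with positive control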
Numbers without * were called inactive.

SMILES	TEAD-YAP inh	MITF inh	FBW7 activator	GPR151 activ
Cc1ccc2c(c1)C(O)(CC(=O)c1ccc3ccccc3c1)C(=O)N2 (configuration not stated)	-7	23	0.7	-0.8
CCCC(=O)Nc1nc(C)c(C(C)=O)s1	-3	-16	0.0	1.1
COc1ccc(/C(N)=N/OC(=O)c2ccc([N+](=O)[O-])cc2)cc1	2	-3	-0.1	0.4
Cc1cccc(NC(=O)c2ccc(F)c(S(=O)(=O)N(C)C3CCCCC3)c2)c1	-13	-9	-0.1	-0.7
Cc1ccc(NC(=O)Cn2cnc3c(-c4ccccc4)csc3c2=O)cc1F	-2	-6	-0.1	1.0
O=C(CCN1CCCCCC1)Nc1ccc2c(c1)CCC2	3	-4	0.6	-0.1
OC1CCN(Cc2cccc3ccccc23)CC1	10	16	-0.2	0.7
Cc1ccc(-n2nc3ccc(NC(=O)COc4ccc(C)c(C)c4)cc3n2)cc1	-10	1	0.0	2.0
CCOc1ccc(CNC(=O)CCCn2ncn3c(cc4occc43)c2=O)cc1	-2	0	-0.1	-0.9
CCNC(=S)Nc1ccc(C(=O)O)cc1	-5	1	0.2	-0.5
c1nc2nc(Nc3ccc(N4CCOCC4)cc3)nc(NC3CC3)c2[nH]1	0	10	0.0	-0.7
COc1ccc(-c2nnc(SCC(=O)c3cccs3)n2C)cc1	-8	7	0.0	-0.6
CC1Cc2ccccc2N1C(=O)Cn1nc(C(=O)O)c2ccccc2c1=O (configuration not stated)	9	12	0.2	-0.4
COc1ccc(CCNc2nc(N3CCc4ccccc4C3)nc3nc[nH]c23)cc1	-1	11	-0.1	-0.7
C[C@@H]1NC(=O)[C@H]2CN(S(=O)(=O)c3ccc(Cl)cc3)CCN2C1=O	3	4	-0.2	0.4
Cn1c(=O)c2c(=O)c3[nH]cnc3[nH]c2n(C)c1=O	8	12	-0.1	0.0
COc1ccc(NC(=O)NCc2ccc(C(=O)O)cc2)cc1OC	2	10	0.1	-0.1
CC(=O)CSc1nnc(Nc2ccccc2C)s1	-13	4	0.1	-1.7
CCOC(=O)C1CCN(C(=O)c2sc3ncn(CCOC)c(=O)c3c2C)CC1	3	-6	0.1	-0.9
Cc1ccc2oc(=O)c3cnn(CC(=O)N(C)CCC#N)c3c2c1	2	3	0.0	-0.8
CCCCC(=O)Nc1cccc(-c2cn3ccccc3n2)c1	-41	11	0.1	-0.9
COc1ccccc1CNS(=O)(=O)c1ccc(F)c(C(=O)Nc2ccc(C)c(F)c2)c1	-5	16	0.8	-1.1
Cc1c(C)n2c(SCC(=O)Nc3nc4ccccc4s3)nnc2[nH]c1=O	10	-14	-0.1	1.9
COc1cccc(CC(=O)N2CC[C@@H]3[C@H](CCCN3C(=O)c3[nH]c(C)cc3C)C2)c1	20	-10	-0.1	0.0
O=C(NCCn1nc(-c2cccs2)oc1=O)c1ccco1	-26	-11	0.0	0.5
CCCOc1ccccc1C1C(C(=O)OCCOc2ccccc2)=C(C)NC2=C1C(=O)CC(c1ccc(Cl)cc1)C2 (configuration not stated)	1	-2	-0.1	1.9
CCc1ccc2oc(=O)cc(CN3CC(C)OC(C)C3)c2c1 (configuration not stated)	4	-4	0.0	1.4
CCOc1nc(-c2ccccc2)ccc1-c1noc(CC)n1	-10	-4	-0.2	1.2
COC(CNC(=O)c1ccc(N2CCC3(CC2)OCCO3)c([N+](=O)[O-])c1)OC	-1	-2	-0.2	-0.9
COc1ccccc1N1CCN(C(=O)CSc2nc3c(sc(=S)n3-c3ccc(C)c(C)c3)c(=O)n2-c2ccccc2)CC1	-21	24	0.1	0.2

Among those listed so far, four contain two or more sulfur atoms:
SMILES	TEAD-YAP inh	MITF inh	FBW7 activator	GPR151 activ
COc1ccc(-c2nnc(SCC(=O)c3cccs3)n2C)cc1	-8	7	0.0	-0.6
CC(=O)CSc1nnc(Nc2ccccc2C)s1	-13	4	0.1	-1.7
Cc1c(C)n2c(SCC(=O)Nc3nc4ccccc4s3)nnc2[nH]c1=O	10	-14	-0.1	1.9
COc1ccccc1N1CCN(C(=O)CSc2nc3c(sc(=S)n3-c3ccc(C)c(C)c3)c(=O)n2-c2ccccc2)CC1	-21	24	0.1	0.2

Back to the main list; the two compounds before the break are reprinted first.
SMILES	TEAD-YAP inh	MITF inh	FBW7 activator	GPR151 activ
COC(CNC(=O)c1ccc(N2CCC3(CC2)OCCO3)c([N+](=O)[O-])c1)OC	-1	-2	-0.2	-0.9
COc1ccccc1N1CCN(C(=O)CSc2nc3c(sc(=S)n3-c3ccc(C)c(C)c3)c(=O)n2-c2ccccc2)CC1	-21	24	0.1	0.2
COc1cccc(OC)c1OCC(O)CN1CCCCC1 (configuration not stated)	13	5	0.0	-0.5
Cn1c(C(=O)NC(c2ccccc2)c2ccccc2)cc2c(=O)n3ccccc3nc21	-3	1	-0.3	-0.3
COc1cc(-c2nnc(CCl)o2)cc(OC)c1OC	15	-1	0.0	-1.9
Cc1ccc(C2=N/C(=C\c3cccc(C)c3)C(=O)O2)cc1	-9	-1	0.1	-1.5
CCSC1(SCC)N=C(N)C2(C#N)C(c3ccc(OC)cc3)C12C#N (configuration not stated)	8	23	-0.2	0.9
O=C(c1ccc(CN2CCCCC2)o1)N1CCCC(c2nc3ccccc3c(=O)[nH]2)C1 (configuration not stated)	-6	11	0.1	1.2
CN1C(=O)/C(=C2/C(=O)N(CC(=O)Nc3ccccc3)c3ccccc32)SC1=S	-7	6	-0.1	0.1
COc1cccc(-c2noc(-c3ccc(C)cc3)n2)c1	-22	-24	-0.1	-2.3
COC(=O)C1=C(NC(=O)NC(=O)N(C)S(=O)(=O)c2ccc(C)cc2)CCS1	17	15	0.5	-2.0
NC(=O)C1CCN(c2oc(-c3ccccc3)nc2S(=O)(=O)c2ccccc2)CC1	5	3	0.3	1.7
COc1ccc(/C=C(\C#N)C(=O)Nc2ccccc2C(F)(F)F)cc1	7	4	0.2	3.0
O=C(NCCCN1CCCC1=O)C1CCN(c2ccc(Nc3ccc(N4CCOCC4)cc3)nn2)CC1	-10	7	0.0	1.1
COc1ccccc1-n1c(/C=C/c2c(C)[nH]c3ccccc23)nc2ccccc2c1=O	-6	0	-0.1	-1.4
CCN1C(=O)c2cccc3c(NC(=O)c4ccc(OC)c(OC)c4)ccc1c23	13	15	0.0	-0.2
Cc1csc(-c2coc3cc(OCC4OC(CO)C(O)C(O)C4O)ccc3c2=O)n1 (configuration not stated)	13	-6	-0.1	-2.2
CCCCC(=O)N=c1sc2cc([N+](=O)[O-])ccc2n1C	-2	19	0.1	-2.2
COC(=O)CSc1nc2sc3c(c2c(=O)n1-c1ccccc1)CCCCC3	8	6	0.0	-1.2
COc1ccc(NC(=O)C/C(C)=N\NC(=O)c2ccc([N+](=O)[O-])c(Cl)c2)c(OC)c1	7	15	0.0	0.2
CCOc1ccc(CO[C@@H]2[C@H]3OC(C)(C)O[C@H]3O[C@@H]2C(O)CO)cc1 (some centres not stated)	2	1	0.1	0.4
O=C(NCc1cccs1)c1cc2n(n1)C(C(F)(F)F)CC(c1ccc(Cl)c(Cl)c1)N2 (configuration not stated)	15	11	-0.1	-0.8
c1ccc(CNc2ccc3ncc(-c4ccc(N5CCOCC5)cc4)n3n2)nc1	21	5	0.1	0.7
CCc1c(/C(C)=N/O)oc2ccc3c(C)cc(=O)oc3c12	30	-14	0.1	-0.1
COc1ccc(NC(=O)C2(c3ccc(OC)c(OC)c3)CCCC2)cc1	6	11	0.0	0.3
COc1ccc(NC(=O)CCCc2ccccc2)cc1	-56	15	0.0	-0.5
CC(C)CC(=O)NC(=S)NCc1ccco1	5	15	0.0	0.2
COc1ccc(C(=O)Nc2ccc(C(C)=O)cc2)cc1I	-48	9	0.0	-1.4
Cc1ccc(N(CC(=O)Nc2cc(C)cc(C)c2)S(=O)(=O)c2c(C)noc2C)cc1	-2	-6	-0.3	1.7
COc1ccc(-c2nc3ccccc3c(=O)n2NC(=O)c2ccc(C)c(C)c2)cc1OC	8	-10	0.0	-1.2
COCCn1c(C)cc(O)c(C(c2ccc(OC)c(OC)c2)N2CCC(C)CC2)c1=O (configuration not stated)	-1	-4	-0.1	1.4
O=C(CN1CCCC1)NC(=O)NC1CCCC1	-1	15	0.2	2.6

The list goes on; the last 3 above are carried over.
SMILES	TEAD-YAP inh	MITF inh	FBW7 activator	GPR151 activ
COc1ccc(-c2nc3ccccc3c(=O)n2NC(=O)c2ccc(C)c(C)c2)cc1OC	8	-10	0.0	-1.2
COCCn1c(C)cc(O)c(C(c2ccc(OC)c(OC)c2)N2CCC(C)CC2)c1=O (configuration not stated)	-1	-4	-0.1	1.4
O=C(CN1CCCC1)NC(=O)NC1CCCC1	-1	15	0.2	2.6
O=C(Nc1ccc(S(=O)(=O)N2CCCCCC2)cc1)c1ccc(F)cc1	-10	11	0.1	-0.1
O=C(CSc1nc2ccc(NC(=O)c3ccccc3Br)cc2s1)NCc1ccccc1	9	2	0.1	-0.7
O=C(O)c1ccc(NC(=O)c2ccccn2)cc1	-12	21	0.4	-7.0
CCOC(=O)C1=CN(Cc2ccc(OC)cc2)C=C(C(=O)OCC)C1c1ccccc1OC(C)C	5	-9	0.1	-1.7
Cc1ccc(C(=O)NCC(=O)NCC(=O)OCc2ccc(Cl)cc2Cl)cc1	11	7	0.1	-1.2
NC(=O)C1CCN(C(=O)c2ccc3c(=O)n(-c4cc(C(F)(F)F)ccc4Cl)c(=S)[nH]c3c2)CC1	1	1	0.2	-1.6
CC(C)NC(=O)CCC(=O)N1CC(C)Oc2ccccc21 (configuration not stated)	2	1	0.1	1.2
O=C(NCc1ccccc1)C1CN(Cc2ccco2)CCN1 (configuration not stated)	8	-2	-0.3	-0.8
Cc1ccc(SCC(=O)Nc2ccc3c(c2)C(=O)NC3=O)cc1	7	12	0.7	-0.1
CCOC(=O)/C(=C\c1ccccc1)NC(=O)c1ccc(I)cc1	-17	15	0.0	1.8
Cc1cc(C)n2c(SCC(=O)N(C)CC(=O)Nc3ccc(F)cc3)nnc2n1	-1	14	0.3	-2.0
CCc1nnc(NC(=O)/C=C/c2ccc(F)cc2)s1	-10	15	0.0	0.8
CS(=O)(=O)N(CC(=O)Nc1ccc(Cl)cc1)c1ccc(Cl)cc1	-4	1	0.0	-0.4
c1ccc(Nc2nc(Nc3ccccc3)nc(Oc3ccccc3)n2)cc1	7	12	0.2	0.0
O=C(Nc1nnc(-c2ccc([N+](=O)[O-])cc2)s1)C12CC3CC(CC(C3)C1)C2	-1	-4	0.0	1.4
COCCNC(=O)CSc1nnc2[nH]c(=O)c(C)c(C)n12	-9	2	0.4	-1.7
COc1cc(C)c(/C=C2/NC(=O)NC2=O)cc1C(C)C	44*	-4	0.3	1.9
COc1ccc2[nH]c3c(=O)n(CCCCC(=O)NC4CC4)c(=S)[nH]c3c2c1	-4	1	0.2	0.5
C=CC[n+]1c(-c2ccc(OC)c(OC)c2)csc1NNC(=O)Nc1ccccc1	20	11	0.0	0.6
CC(C)c1ccc(CC(NC(=O)c2ccccc2)C(=O)O)cc1 (configuration not stated)	-7	8	-0.1	-0.6
O=[N+]([O-])c1ccc(S(=O)(=O)N2CCN(c3ncccn3)CC2)cc1	7	-11	0.2	-1.0
C/C(=C\c1ccccc1)CN1CCc2nnc(C(C)NC(=O)COc3ccccc3)n2CC1 (configuration not stated)	11	0	0.5	-0.3
O=C1CC(c2cccc([N+](=O)[O-])c2)CC2=C1C(c1ccc(Cl)cc1)Nc1ccccc1N2 (configuration not stated)	4	17	1.0	-1.1
N#Cc1cc([N+](=O)[O-])ccc1NC(=O)COC(=O)c1ccc(Br)o1	9	19	0.0	-0.2
CSc1nnc(NC(=O)c2cccc3ccccc23)s1	-12	2	0.0	1.1
COc1ccc(OC(C)C(=O)Nc2ccc(C(=O)OC(C)C)cc2)cc1 (configuration not stated)	11	12	-0.6	0.2
COc1ccccc1NC(=O)Nc1nnc(CC(=O)Nc2cccc(C)c2)s1	5	7	0.4	-0.3
N/C(=N\OC(=O)/C=C/c1ccccc1)c1ccc([N+](=O)[O-])cc1	0	13	0.0	-1.9
CC/C(=N\Nc1ccc(S(N)(=O)=O)cc1[N+](=O)[O-])c1ccc(O)cc1	2	11	0.1	1.1
Cn1c(NNC(=O)C2CCCCC2)cc(=O)n(C)c1=O	6	-1	0.4	1.8
CC(C)CCNC(=O)c1cnn2c(C(F)F)cc(-c3ccccc3)nc12	11	17	-0.1	-0.9
CCOC(=O)c1c(NC(=O)CC2Nc3ccccc3NC2=O)sc2c1CCCC2 (configuration not stated)	-1	-1	-0.1	1.0
Cc1cc(C)cc(N=C2NC(=O)/C(=C/c3ccc(OCc4ccc(F)cc4)c(Br)c3)S2)c1	5	5	0.0	1.0
COc1ccc(-c2cnnn2-c2ccc(N)cc2)cc1	8	11	0.0	-1.2
CCc1cccc(C)c1NC(=S)NN	7	16	0.4	6.2*
CS(=O)(=O)NCc1ccc(-c2cccs2)cc1	3	11	0.3	-0.5
COc1ccc(C(=O)Oc2ccc3c4c(c(=O)oc3c2)CCC4)cc1OC	-2	0	-0.1	-0.2
CCN(CC)CCOCCOc1cc(C)ccc1C	9	15	0.4	-0.8
Cc1ccc(S(=O)(=O)Nc2cccc(-c3cn4cccc(C)c4n3)c2)cc1[N+](=O)[O-]	-6	-6	0.6	-0.4
COc1ccc(S(=O)(=O)NCCOc2ccccc2)cc1C	8	-5	0.0	-0.6
NC(=O)CSc1cn(CCNC(=O)c2c(F)cccc2F)c2ccccc12	2	10	-0.1	-1.4
